Screening data (PubChem BioAssay)
USP2a inh – inhibitors of human ubiquitin-specific protease USP2a; O75604; USP2 core, Ub-CHOP2 coupled fluorogenic reporter, 485/531; Potency, µM (highest dose often 38.3 µM), without a hit: top-dose activity change, negative = inhibition, most hits filed as inhibitors; hit rate 0.01% among 330,000; AID 463254;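 note: potency is the fitted concentration of half-maximal effect; plate controls were DMSO wells for no effect and full inhibition by NEM control for full effect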
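Deubiquitinase activity read as fluorescence (485/531 nm) after Ub-CHOP2 cleavage activates the enterokinase reporter on its substrate; USP2 core 10nM, Ub-CHOP2 and substrate 25nM each, 30min compound preincubation then 60min RT; data normalized to NEM, curves fitted.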
uPA surface inh – cell surface uPA generation inhibition; hit rate 0.31% among 330,000; Potency, µM (series often up to 38.3 µM), without a hit: at the highest dose activity change, negative = inhibition, most hits filed as inhibitors; cell surface uPA generation assay, qHTS; active = well fitted inhibition curve with a large enough effect; inconclusive = small, poorly fitted or top-dose-only effect; inactive = no such curve, though single readings can be large or run the other way; tested in mouse RAW 264.7 cells; note: potency is the fitted concentration of half-maximal effect; % is set by controls: 0 for no effect and ±100 for the full control effect; nearly all actives have a fitted effect of over 55% in size
B2AR arrestin – agonists driving beta-arrestin recruitment to human beta2-adrenergic receptor; beta-arrestin recruitment to beta2AR, cell-based reporter; Potency, µM (titrated, usually from 46.1 µM), without a hit: at the highest dose activation, most hits filed as activators; hit rate 0.02% among 330,000; AID 492947;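 note: potency is the fitted concentration of half-maximal effect; 0% = DMSO controls and full agonism = EC100 isoproterenol or metaproterenol; nearly all actives have a fitted effect of over 65% in size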
TRPV1 agonist – human TRPV1 agonism; TRPV1-expressing cells, Fluo-8 calcium influx, agonist mode; activation, % at 8.33 µM; hit rate 0.19% among 320,000; Q8NER1; in the data active = activation above about 80%; inconclusive = between about 30% and that limit; note: 0% is about no effect
Target sequence (Q8NER1 whole entry, looked up): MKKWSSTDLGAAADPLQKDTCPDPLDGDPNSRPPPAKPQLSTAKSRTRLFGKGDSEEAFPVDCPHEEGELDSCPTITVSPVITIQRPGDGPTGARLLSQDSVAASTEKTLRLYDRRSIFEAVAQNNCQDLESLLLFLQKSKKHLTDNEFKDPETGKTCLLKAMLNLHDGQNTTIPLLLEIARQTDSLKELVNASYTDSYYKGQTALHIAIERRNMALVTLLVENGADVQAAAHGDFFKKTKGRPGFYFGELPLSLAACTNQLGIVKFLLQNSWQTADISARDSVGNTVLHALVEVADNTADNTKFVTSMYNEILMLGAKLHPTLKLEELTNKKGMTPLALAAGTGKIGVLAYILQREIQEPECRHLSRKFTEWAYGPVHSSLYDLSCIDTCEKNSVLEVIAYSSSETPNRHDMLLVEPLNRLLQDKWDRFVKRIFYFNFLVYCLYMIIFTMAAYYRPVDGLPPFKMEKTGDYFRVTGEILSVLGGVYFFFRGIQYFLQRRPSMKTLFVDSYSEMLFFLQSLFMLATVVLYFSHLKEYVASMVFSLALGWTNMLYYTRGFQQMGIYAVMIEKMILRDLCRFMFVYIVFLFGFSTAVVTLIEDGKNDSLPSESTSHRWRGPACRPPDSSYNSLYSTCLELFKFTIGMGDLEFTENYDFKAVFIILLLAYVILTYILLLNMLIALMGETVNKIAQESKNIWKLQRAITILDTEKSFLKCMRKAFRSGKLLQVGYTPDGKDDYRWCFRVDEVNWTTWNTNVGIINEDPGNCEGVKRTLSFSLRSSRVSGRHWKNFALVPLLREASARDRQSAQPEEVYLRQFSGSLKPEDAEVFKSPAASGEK
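Cells expressing TRPV1 were dye-loaded with Fluo-8 and read kinetically: 10 s baseline, 3 min after compound (agonist portion), then 2 min after EC20 capsaicin (allosteric enhancer portion). Calcium-bound dye fluorescence at 480/520 nm.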
p53 reactivation – re-activators of mutant p53; hit rate 0.063% among 320,000; AID 504706; H1299 p53-A138V BP100-luciferase reporter, luminescence, 24 h; Potency, µM (titrated, usually from 92.2 µM), for the others: at the top dose activity change, positive = activation, usual class: activators; note: potency is the fitted concentration of half-maximal effect; % of control where 0% means no effect; nearly all actives have a fitted effect of over 45% in size
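H1299 (p53-null), stable ts p53-A138V + BP100-Luc; 1000 cells/well, Opti-MEM/10% FBS; cpd 4 pt, 1:5; 24 h, 37 deg C, 5% CO2; detection reagent 10 min RT; luminescence.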
Integrin act MD – activates integrin-mediated alleviation for muscular dystrophy; Potency, µM (titrated, usually from 38.3 µM), for inactives: top-dose activation, hits mostly activators; hit rate 0.064% among 350,000; alpha7betagal myoblasts, beta-gal FDG fluorescence, 48 h;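 note: potency is the fitted concentration of half-maximal effect; 100% = response of the positive control SU9516; nearly all actives have a fitted effect of over 60% in size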
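alpha7betagal+/- myoblasts (passage 13, 250/well) treated 48 h at 37C with compounds at 1:260 dilution of DMSO stock. Lysed, then beta-galactosidase activity read as FDG fluorescence (ex 480/em 540) after 30 min, with pre-read for autofluorescence.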
BRCA1 expr act – BRCA1 expression activation; MCF7-BRCA1-FFLuc reporter, luminescence, 48 h; response scale: scaled: vehicle 0%, 10 µM genistein 100%; hit rate 1.1% among 380,000; Potency, µM (series often up to 46.1 µM), without a hit: top-dose activation, usual class: activators; AID 624202; note: potency is the fitted concentration of half-maximal effect; nearly all actives have a fitted effect of over 80% in size; some results filed as inactive show a strong effect at the top dose
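Quantitative HTS in MCF7 cells stably reporting BRCA1 expression via firefly luciferase. Compound treatment lasts 48 h at 37 °C in phenol-red free MEM. Activation is expressed relative to genistein at 10 microM and DMSO.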
S-ASM inh – inhibitors of human secretory acid sphingomyelinase. P17405. Potency, µM (highest dose often 57.5 µM), inactives show top-dose activity change, negative = inhibition, most hits filed as inhibitors. placental ASM, HMU-PC fluorogenic substrate, 60 min. hit rate 0.006% among 340,000; note: potency is the fitted concentration of half-maximal effect
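Human placenta-derived ASM enzyme was preincubated with compound for 10 minutes at room temperature, then given fluorogenic substrate HMU-PC0 (9 uM final) for 60 minutes at 37 °C; a pH 10 stop preceded fluorescence reading at Ex 386/Em 447 nm.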
Eya2 inh – inhibitors of human Eya2 phosphatase activity; recombinant Eya2, OMFP fluorescence dephosphorylation (OMFP is methylfluorescein phosphate); Potency, µM (top dose mostly 76.9 µM), for inactives: at the top dose activity, negative = inhibition, actives largely listed as inhibitors; O00167; hit rate 0.006% among 330,000; note: potency is the fitted concentration of half-maximal effect; % is set by controls: 0 for no effect and ±100 for the full control effect
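Eya2 (0.2 uM) preincubated 10 min at ambient with compound, then OMFP substrate added at 50 uM; 10 min reaction in 50 mM HEPES pH 7.5, 50 mM NaCl, 5 uM MgCl2, 0.05% BSA, 1 mM DTT. Fluorescence read at Ex 485/Em 525 nm.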
PTAP TSG101 blk – blocks PTAP/TSG101 interaction to inhibit HIV-1 budding; Fluorescence polarization, FITC-PTAP peptide / Tsg101 binding; Potency, µM (top dose mostly 115 µM), for inactives: at the highest dose activity change, negative = inhibition, usual class: inhibitors; 340,000 tested, under 10 active; active = well fitted inhibition curve with a large enough effect in the main read-out, with a control signal flat, not every such curve was filed as active; inconclusive = small, poorly fitted or top-dose-only effect, or effect the other way, or a change in a side signal; inactive = no such curve, though single readings can be large or run the other way; note: potency is the fitted concentration of half-maximal effect; % of control where 0% means no effect
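Fluorescence polarization binding of Tsg101 binding domain (10 uM final) to FITC-labeled PTAP peptide (50 nM final) in HEPES pH 7.5 buffer with NaCl, Tween 20, EDTA, TCEP. Compounds added before peptide; binding 20 min at RT.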
ELG1 genotox – genotoxicity induction in ELG1-luciferase HEK293T cells | HEK293T ELG1-luciferase reporter, luminescence, 16 h | hit rate 1.3% among 330,000 | Potency, µM (top dose mostly 46 µM), for the others: top-dose activity change, positive = activation, usual class: activators; note: potency is the fitted concentration of half-maximal effect; % of control where 0% means no effect; nearly all actives have a fitted effect of over 60% in size
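Step 1: seed 2,000 HEK293T ELG1-luciferase cells per well. Step 2: add compound or DMSO, incubate 16 hr at 37 °C. Step 3: ONE-Glo, 30 min at room temperature, read luminescence.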
Numbers without * were called inactive; ? = inconclusive; . = no result given; [ ] = remark or other dose. Unless noted, calls come from the whole dose curve; as a rule, active = well fitted curve in the direction sought with a large enough effect; inconclusive = small, poorly fitted or top-dose-only effect, or another doubt; inactive = no such curve, though single readings can be large; an effect the other way counts as inactive or inconclusive. The order is random; about 2.6% have a hit in one of these screens.

SMILES | USP2a inh | uPA surface inh | B2AR arrestin | TRPV1 agonist | p53 reactivation | Integrin act MD | BRCA1 expr act | S-ASM inh | Eya2 inh | PTAP TSG101 blk | ELG1 genotox
Cn1c2ccccc2c2cnn(CC(=O)Nc3ccc(Cl)cc3)c(=O)c21 | 0% | -5% | -1.1% | -3 | 8% | 1% | -8% | 0% | 2% | 0% | 0%
COc1ccc(CCN2C(=S)N(c3ccc(Cl)cc3)C(=O)C2CC(N)=O)cc1OC (centres undefined) | -1% | -9% | -0.3% | 2 | 2% | -29% | -61% | -2% | 2% | 1% | -1%
COCc1c(C(=O)N2CCN(CCOc3ccccc3)CC2)oc2ccccc12 | -3% | 1% | -0.1% | 4 | -2% | -4% | -1% | -2% | -11% | -6% | -2%
Oc1ccc(N=Nc2c(O)ccc3ccccc23)cc1 | -6% | -26% | -0.1% | 30 | 13% | -22% | -40% | ? | -18% | -4% | -1%
O=C(COc1ccc2ccc(=O)oc2c1)Nc1ccc(CN2CCOCC2)cc1 | -1% | -3% | -0.3% | 0 | 13% | -28% | 5% | 2% | 6% | -7% | 10%
O=C(CSc1nc(=O)n2ccccc2n1)NCc1ccccc1Cl | -1% | -2% | -0.3% | -1 | -1% | 8% | 17% | 2% | -4% | 0% | 2%
Cc1cccc(C)c1NC(=O)CN(C)C(=O)C1CC(=O)N(c2cccc3ccccc23)C1 (centres undefined) | 0% | -11% | 0.3% | -1 | -3% | -28% | 5% | -1% | 1% | 0% | 2%
COc1ccc(OC)c(S(=O)(=O)NCCCN2CCOCC2)c1 | 2% | -14% | -0.2% | . | 5% | 27% | 15% | 8% | -23% | -6% | 2%
NC(=S)C1COc2ccccc2O1 (centres undefined) | 0% | -1% | 0.4% | -2 | 7% | 0% | -1% | -1% | 7% | -6% | 0%
CCOC(=O)[C@@H]1[C@H]2COc3ccc(Br)cc3[C@@H]2N2C(=O)N(c3ccc(Br)cc3)C(=O)[C@]12C | 1% | 14% | 0.5% | 25 | . | -9% | -20% | -2% | 2% | -1% | 1%
COc1ccccc1NC(=S)N(Cc1ccc(Cl)cc1)CC1CCC(C(=O)O)CC1 (centres undefined) | -2% | -10% | -0.3% | -3 | -1% | 39% | -10% | 0% | 10% | -2% | -3%
CNc1cc(-n2nc(C)cc2-c2ccccc2)ncn1 | 0% | 1% | -0.5% | 0 | -4% | 19% | -12% | 0% | 9%[15.4 µM] | -5% | -4%
Cc1ccc2oc(C(=O)Nc3cc(C)on3)c(C)c2c1 | 0% | ? | 0.2% | -1 | 52% | ? | 4% | 8% | 17% | -3% | ?
NC(=O)C1CCN(C(=O)COc2ccc3c4c(c(=O)oc3c2)CCCC4)CC1 | 0% | 13% | 0.0% | -2 | 6% | -3% | 0% | 9% | 8% | 0% | 9%
Cc1nn(-c2ccccc2)c(-c2ccccc2[N+](=O)[O-])c1C(=O)O | 1% | 0% | -0.4% | 2 | -3% | -3% | 0% | -1% | 14% | 4% | -1%
CC(C)(C)NC(=O)NC(=O)COC(=O)c1cc[n+]([O-])cc1 | 0% | 2% | -0.7% | 4 | 1% | 14% | 0% | 4% | 1% | -4% | 3%
CC(CCc1ccccc1)NCC#N (centres undefined) | 0% | -2% | 0.2% | -3 | -1% | 7% | -1% | 0% | 3% | 0% | -2%
COc1ccc(C(=O)NNC(=O)C23CC4CC(CC(C4)C2)C3)cc1OC | -1% | -13% | 0.0% | 0 | 0% | -16% | -11% | 3% | 9% | -2% | 5%
O=C(CSc1nnc(NCc2ccccc2)s1)N1CCOCC1 | -3% | 12% | 4.4% | 3 | 12% | -12% | 18% | -2% | 2% | 0% | 0%
Cc1cc(Oc2cc(N)cc([N+](=O)[O-])c2)ccc1Cl | -2% | 4% | -0.2% | 6 | 21% | 9% | -18% | -12% | -3% | -4% | 4%
COc1ccc(Cl)cc1C(=O)NNC(=S)NC(=O)c1cc(-c2ccc(Cl)cc2)nc2ccccc12 | 1% | -1% | 0.2% | 6 | -3% | 13% | -23% | -9% | 18% | -3% | 1%
O=C(Cn1nc(-c2ccccc2)ccc1=O)NCC1COCCO1 (centres undefined) | 0% | 8% | -0.4% | 1 | -3% | 15% | 1% | 2% | -3% | . | -2%
Cc1nc(N2CCN(C)CC2)c2sc(=S)n(-c3ccccc3)c2n1 | 3% | -4% | -0.7% | 4 | 13% | 17% | 56% | 1% | 2% | -2% | 1%
C/C(=N\NC(N)=S)C1=CCC2C3CC[C@H]4CC(O)CC[C@]4(C)C3CC[C@]12C (some centres undefined) | 2% | ? | 0.5% | -1 | -4% | -7% | -24% | 7% | 1% | -1% | 11%
CC(c1nnc(SCC(=O)N(C)C2CCS(=O)(=O)C2)n1-c1ccccc1)N(C)C (centres undefined) | 1% | -21% | -0.7% | -8 | 10% | ? | 10% | -1% | 1% | -5% | -1%
NNc1ncnc2scc(-c3ccc(Cl)cc3)c12 | 3% | -2% | 0.3% | -4 | 6% | -16% | -90%[inhibitor] | . | 2% | 3% | -4%
CS(=O)(=O)N1CCC(CO)(Cc2ccccc2C(F)(F)F)CC1 | 3% | -10% | -1.3% | 1 | 0% | -16% | -4% | 0% | -6% | -2% | -1%
Nc1cccc2c1C(=O)N(c1ccccc1)C2=O | . | 2% | . | . | . | -2% | 7% | 401%[activator] | . | -20% | .
CCc1ccc(OCc2cccc(C(=O)N/N=C\c3cnn(C)c3C)c2)cc1 | -1% | 4% | -0.5% | 8 | . | 7% | ? | 2% | 6% | 0% | 9%
CC1(C(=O)NC23CC4CC(CC(C4)C2)C3)CC1(Cl)Cl (centres undefined) | -2% | -2% | -0.4% | 1 | 10% | 9% | -23% | 0% | 3% | . | -3%
Cc1cccc(-n2c(Cc3cc(=O)[nH]c(=O)[nH]3)nnc2SCC(=O)NCc2ccco2)c1 | . | -1% | . | . | . | 7% | 1% | 2% | . | -8% | .
COc1ccccc1C(=O)Nc1ccc2c(c1)nc(CCNC(=O)c1ccccc1)n2C | 0% | -12% | -0.6% | -3 | -4% | -18% | 3% | -3% | -5% | -5% | -10%
CC(=O)C(Sc1nnnn1-c1ccc(O)cc1)c1ccccc1 (centres undefined) | -2% | -5% | -0.4% | 3 | 1% | -20% | -17% | 0% | 1% | -6% | 0%
CCN(CC)C(=O)CSc1nnc(-c2ccccc2)c(-c2ccccc2)n1 | 3% | -2% | -0.5% | 6 | -10% | 1% | -22% | -3% | 1% | -6% | 0%
N#Cc1c(SCC(N)=O)nc(-c2ccccc2)c2c1CCCC2 | 0% | -2% | -0.1% | 4 | -1% | -6% | -19% | -1% | 8% | -6% | -11%
COc1cc(OC)c(N2CC(C(=O)NCCC3=CCCCC3)CC2=O)cc1Cl (centres undefined) | 0% | 6% | 0.1% | 14 | 3% | -27% | -1% | 4% | 3% | -5% | -2%
Cc1c(CCOC(=O)C23CC4CC(CC(C)(C4)C2)C3)sc[n+]1Cc1ccccc1 | 2% | -4% | -0.5% | 10 | -14% | -53%[inhibitor] | -82% | -3% | -14% | 1% | -2%
COc1ccc(OC)c(NC(=O)C(CC(=O)O)NCc2ccco2)c1 (centres undefined) | 0% | -1% | -0.8% | 2 | -5% | 14% | 18% | -1% | -17% | -1% | 3%
CCCNC(=O)C1CCC(CNS(=O)(=O)c2cccc3nsnc23)CC1 (centres undefined) | 2% | -23% | 0.3% | 2 | -6% | -21% | 5% | -3% | 8% | -5% | -3%
CCN(CC)CCN(Cc1cc2cc3c(cc2[nH]c1=O)OCCO3)C(=S)NCC(C)C | 0% | -7% | -1.0% | ? | . | -39%[inhibitor] | -39% | 34%[activator] | -20% | -2% | 4%
CC(C)CNC(=S)N1CCN(C)CC1 | -7% | 5% | -0.9% | 2 | 3% | 16% | 9% | 1% | -17% | -2% | 0%
CCOC(=O)Cc1csc(NC(=O)CCc2ccccc2)n1 | 3% | 2% | -0.1% | 1 | -20% | -20% | 3% | -1% | 3% | -6% | -5%
C=CCN1C=C2C(=O)C(C)(OC(=O)CCC(=O)OC)C(=O)C(Br)=C2C=C1c1ccc(OC)cc1 (centres undefined) | 20% | -8% | 0.2% | -2 | 5% | -16% | 0% | 18% | -4% | -17% | 3%
